High-throughput results as filed in PubChem BioAssay.
APOBEC3G inh: blocks human APOBEC3G single-stranded DNA deamination; Q9HC16; recombinant A3G, ssDNA deamination FAM/TAMRA fluorescence; inhibition, % at 20 µM; 330,000 tested, 0.28% active;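 active = inhibition of at least 40% at 20 µM, with no more than 30% in the related APOBEC3A deaminase screen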;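 note: plate controls were DMSO wells with A3G for no effect and wells lacking A3G enzyme for full effect; some compounds called inactive have numbers as strong as hits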
Target sequence (Q9HC16 whole entry, looked up): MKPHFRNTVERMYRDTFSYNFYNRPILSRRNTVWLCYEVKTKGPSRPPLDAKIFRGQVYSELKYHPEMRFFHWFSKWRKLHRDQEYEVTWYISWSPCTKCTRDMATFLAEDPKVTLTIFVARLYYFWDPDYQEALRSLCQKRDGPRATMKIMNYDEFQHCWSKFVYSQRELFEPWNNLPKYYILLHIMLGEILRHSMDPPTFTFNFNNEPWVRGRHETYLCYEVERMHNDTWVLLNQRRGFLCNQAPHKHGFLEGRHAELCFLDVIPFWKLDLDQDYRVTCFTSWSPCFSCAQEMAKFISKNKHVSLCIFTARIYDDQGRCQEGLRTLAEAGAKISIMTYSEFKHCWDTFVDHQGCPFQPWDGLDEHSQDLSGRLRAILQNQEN
mIAP act: increases mouse intestinal alkaline phosphatase activity; muIAP, CDP-Star luminescence, 30 min; hits give high values; 1 = vehicle-only enzyme signal, 0 = enzyme-free wells; activation factor at 10 µM; 330,000 tested, 0.24% active; AID 2805;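 active = activation factor of at least 2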; note: the source names both 10 and 20 µM as test concentration; values of inactives mirror those of a sister screen read the other way
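System: Mouse IAP enzyme | Also added: CDP-Star substrate | Dosing: Compounds dispensed in DMSO | Schedule: 30 min enzyme-substrate-compound incubation at room temperature | Technique: Chemiluminescence readout | Control set: DMSO-only wells and no-enzyme negative control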
APOBEC3A inh: inhibitors of human APOBEC3A DNA deaminase; 330,000 tested, 0.41% active; recombinant A3A, FAM/TAMRA ssDNA deamination fluorescence; AID 493011; inhibition, % at 20 µM;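 active = at least 40% inhibition at 20 µM here, with at most 30% in a related deaminase screen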;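 note: plate controls were A3A with DMSO for no effect and wells lacking A3A enzyme for full effect; some results filed as inactive read as strong as hits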
tim10-1 inh: tim10-1 yeast growth inhibition | S. cerevisiae tim10-1 ts strain growth, BacTiter-Glo, 24 h | inhibition, % at 20 µM | 330,000 tested, 2.2% active | AID 463190;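 active = inhibition of at least 40%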;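 note: mutant grown at 25 °C; 0% = DMSO wells with yeast and 100% = wells holding no yeast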
NALP3 yeast inh: inhibitors of NALP3 inflammasome in yeast. Yeast reconstituted NLRP3/ASC/caspase-1, beta-gal luminescence, 24 h. inhibition, % at 10 µM. 330,000 tested, 0.39% active;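 active = inhibition of 50% or more; inactive = inhibition below 50%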;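 note: plate controls were induced DMSO wells for no effect and uninduced yeast grown without galactose for full effect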
TIM10 inh: growth inhibitors of TIM10 yeast strain | S. cerevisiae TIM10 strain growth, BacTiter-Glo luminescence, 24 h | AID 463195 | 330,000 tested, 1.4% active | inhibition, % at 10 µM;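 active = inhibition of 40% or more at the single tested concentration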;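 note: wild-type TIM10 isogenic control strain grown at permissive 25 °C; 0% = DMSO yeast wells and 100% = minimal medium wells without yeast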
mIAP inh: blocks mouse intestinal alkaline phosphatase; purified mouse IAP, CDP-Star luminescence, 30 min; inhibition, % at 10 µM; 330,000 tested, 0.2% active; AID 2806;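 active = inhibition of at least 40% at 10 µM in the primary screen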;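 note: plate controls were DMSO with enzyme for no effect and no enzyme wells for full effect; values of inactives mirror those of a sister screen read the other way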
beta cell repl: inducers of beta-cell replication in MIN6 cells; MIN6 cells proliferation, ATPlite luminescence, 48 h; cells starved in 0.2% serum; 100% = growth in 10% serum; AID 2380; proliferation, % at 10 µM; 330,000 tested, 0.29% active;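 active = compounds whose signal lies at least 3.5 SD above the mean of all wells on their plate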;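 note: 0% = DMSO-treated cells in low-serum medium and 100% = 10% serum control; some compounds called inactive have numbers as strong as hits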
hIAP block: human IAP inhibition; 330,000 tested, 0.12% active; inhibition, % at 10 µM; AID 2544; purified IAP, CDP-Star luminescence, 30 min;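 active = inhibition reaching a set limit with compound at 10 µM in the primary screen, cut at about 35% in these data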;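 note: plate controls were DMSO wells with enzyme for no effect and no-enzyme buffer wells for full effect; values of inactives mirror those of a sister screen read the other way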
Target sequence (P09923 whole entry, looked up): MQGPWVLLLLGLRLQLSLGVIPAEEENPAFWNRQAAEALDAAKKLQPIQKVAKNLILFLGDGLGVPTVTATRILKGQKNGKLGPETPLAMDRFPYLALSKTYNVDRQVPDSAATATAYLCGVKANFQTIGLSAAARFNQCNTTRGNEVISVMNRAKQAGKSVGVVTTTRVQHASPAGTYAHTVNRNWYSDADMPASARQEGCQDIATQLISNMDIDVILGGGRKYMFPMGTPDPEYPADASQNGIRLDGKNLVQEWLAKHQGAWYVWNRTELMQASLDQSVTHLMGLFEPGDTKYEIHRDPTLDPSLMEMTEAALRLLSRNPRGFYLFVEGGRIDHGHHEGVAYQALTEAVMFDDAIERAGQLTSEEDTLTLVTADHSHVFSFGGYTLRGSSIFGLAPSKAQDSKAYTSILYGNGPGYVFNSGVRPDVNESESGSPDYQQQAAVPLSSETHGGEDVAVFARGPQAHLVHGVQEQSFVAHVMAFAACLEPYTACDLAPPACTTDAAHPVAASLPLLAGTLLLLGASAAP
Starred values were filed as active, the others as inactive.

Below each compound: APOBEC3G inh, mIAP act, APOBEC3A inh, tim10-1 inh, NALP3 yeast inh, TIM10 inh, mIAP inh, beta cell repl, hIAP block
- CCOC(=O)N1CCN(S(=O)(=O)CCNC(=O)c2ccc(F)cc2)CC1
 : -13, 1, -5, 6, 24, -6, -2, -1, -4
- CCOc1cc(NC(=S)NCC2CCCO2)c(OCC)cc1NC(=O)c1ccccc1 (stereo not drawn)
 : -5, 0.93, -4, 32, 27, 22, 7, -1, 18
- Nc1c(C(=O)c2ccccc2)sc2nsc(SCCN3CCOCC3)c12
 : -17, 0.89, -4, 32, 30, 19, 12, -4, -6
- CCn1cc(C(=O)Nc2ccc3c(c2)OCCO3)c2cc(OC)c(OC)cc2c1=O
 : -10, 1.1, -1, -26, 11, -4, -6, 1, 0
- CC1Cc2ccccc2N1C(=S)Nc1cccc(S(=O)(=O)N(C)C)c1 (stereo not drawn)
 : -14, 1, -7, 31, 4, 8, -1, -5, 0
- O=C1CSc2ccc(S(=O)(=O)NCc3ccccc3)cc2N1
 : 0, 1, -2, 3, 7, 13, 0, 1, -15
- COc1cccc(C2Nc3ccccc3NC3=C2C(=O)CC(C)(C)C3)c1OC (stereo not drawn)
 : -7, 0.99, -2, 12, 1, -9, 1, 0, -30
- CCOP(=O)(OCC)C(NC(=O)c1cccs1)c1ccccc1 (stereo not drawn)
 : -3, 0.98, 2, 13, -1, -7, 2, -2, 0
- CCC(=O)N1CN(S(=O)(=O)c2ccc(C)cc2)CC1C (stereo not drawn)
 : -4, 1, 1, 6, 1, 2, -1, 2, 10
- Cc1ccc(N(CC(=O)NCC2CCCO2)S(=O)(=O)c2ccc(Cl)cc2)cc1C (stereo not drawn)
 : 4, 1, 2, 28, 15, 12, -2, -3, -17
- CCCCCN(C(=O)CSc1n[nH]c(-c2ccc(C)cc2)n1)c1c(N)n(CCCC)c(=O)[nH]c1=O
 : -7, 0.95, 10, 14, 16, 2, 5, -6, -30
- Cn1nc(C(=O)NCCc2ccc(S(N)(=O)=O)cc2)c2c1-c1ccccc1S(=O)(=O)C2
 : -2, 1, 1, -2, 11, -7, 0, -1, -7
- CCC1(c2ccc(C)cc2)NC(=O)N(C(C)C(=O)Nc2ccc(N3CCOCC3)cc2)C1=O (stereo not drawn)
 : -9, 0.93, -6, 11, 8, -1, 7, 6, 12
- CS(=O)(=O)c1ccc(Cl)c(NC(=O)c2cc(S(=O)(=O)N3CCOCC3)ccc2N2CCCC2)c1
 : -1, 1, 15, -2, 15, 8, 0, -3, -4
- Cc1cc(C)c(NC(=O)COC(=O)C2=COCCO2)c(Cl)c1
 : -10, 0.98, -2, 0, -5, -3, 2, 1, -2
- Cc1cc(NC(=S)N(CCCN2CCOCC2)Cc2ccco2)ccc1Cl
 : -4, 1, 5, 7, 12, 9, 0, 3, -4
- COc1cc(C)c(NC(=O)c2cccc(S(=O)(=O)N3CCCC3)c2)cc1OC
 : -4, 0.94, 12, 7, 14, -8, 6, -3, -8
- O=C(N/N=C/c1ccc([N+](=O)[O-])cc1)c1cccc(N2CCCC2=O)c1
 : -4, 0.91, 1, -4, 20, 7, 10, -1, 6
- COc1ccc(Br)cc1CN1CCCC(C(=O)N2CCCCC2)C1 (stereo not drawn)
 : -5, 0.95, -1, 11, -3, 4, 5, -3, -2
- COc1ccc(OC)c(S(=O)(=O)Nc2ccccc2SC)c1
 : -5, 0.97, -4, -2, -18, 26, 3, 0, 8
- COc1cccc(/C(O)=C2/C(=O)C(=O)N(CCN(C)C)C2c2ccc(Br)cc2)c1 (stereo not drawn)
 : 2, 1, -1, 22, -5, 3, -3, -2, -12
- O=C(CCc1ccncc1)NC1CCCc2c1cnn2-c1ccc(F)cc1F (stereo not drawn)
 : -3, 0.96, -4, 8, 8, -4, 4, -1, -10
- Cc1cc(=O)[nH]c(SCC(=O)N2CCN(C(c3ccccc3)c3ccccc3)CC2)n1
 : -10, 0.91, -5, -14, 5, -23, 9, -6, 15
- O=S(=O)(NCC(O)COCc1ccco1)c1cccs1 (stereo not drawn)
 : 5, 0.96, 15, 8, 1, 13, 4, -1, -9
- CC(C)(C)c1ccc(Cn2nnc3c(=O)[nH]c(C4CCN(C(=O)Cc5cccs5)CC4)nc32)cc1
 : -4, 1.1, -2, 11, 2, -2, -6, -6, -4
- COc1ccc(C(=O)Nc2ccccc2N2CCN(C(=O)C(C)C)CC2)cc1Cl
 : -5, 1.1, 1, 2, 10, -6, -5, 3, -11
- O=C(COc1ccc(Cl)cc1)Nc1cnn(Cc2c(Cl)cccc2Cl)c1
 : -3, 1.4, -3, 10, 11, -8, -43, -1, -9
- Cc1cc(NC(=O)CCC(=O)N(Cc2ccco2)C(C)(C)C(=O)NC2CCCCC2)no1
 : -9, 1, -5, 6, -16, -6, -2, 0, -10
- COc1ccc(CNC(=O)C(C)OC(=O)CN2C(=O)COc3ccccc32)cc1 (stereo not drawn)
 : -6, 0.99, 0, 4, 22, -15, 1, 1, 6
- CC(=O)O[C@@H]1[C@@]2(C)O[C@H]2CC[C@]23O[C@H]2[C@H](OC3=O)C2=C(C)C(=O)O[C@@]21O
 : 2, 1.1, 3, 3, 7, 0, -7, 0, -7
- CCn1c(SCc2nc3ccccc3[nH]2)nnc1-c1cnccn1
 : -1, 1, 5, 0, -6, -2, -5, 0, -4
- Cc1ccccc1C(=O)N1c2ccccc2OCC1C(C)(C)C (stereo not drawn)
 : -10, 0.91, -1, 24, 5, 27, 9, 6, 11
- Nc1ccc2c3c(cccc13)CC2
 : -13, 0.91, -7, 6, -3, 4, 9, -3, 5
- Cc1ccc(C(=O)Nc2sc(C)c(C)c2C(=O)c2ccccc2)cc1
 : 40*, 0.78, 3, 23, 22, 13, 22, -1, -18
- COc1ccc(COC(=O)c2ccc(Cl)c(S(=O)(=O)N3CC(C)OC(C)C3)c2)cc1 (stereo not drawn)
 : -1, 0.9, -1, 23, -3, 22, 10, 3, 4
- Cc1cccc2nc(COc3ccc4ccccc4c3Br)cn12
 : 7, 1.2, -6, 29, 11, 17, -18, -6, -17
- CC1(C)C(=O)OC(c2cccn2-c2ccc([N+](=O)[O-])cc2)C(C)(C)C1=O (stereo not drawn)
 : -9, 1.1, -1, 7, -1, -1, -11, 0, 10
- CC(C)C[C@H](NC(=O)N1CCn2c1nc1ccccc12)C(=O)NCCc1ccccc1
 : -5, 0.89, -7, 30, 9, 8, 11, -2, 3
- CC(=O)c1ccc(-n2c(=O)[nH]c(=O)c3c(N)c(C(=O)c4ccc(Cl)cc4)sc32)cc1
 : 2, 0.84, 6, 6, 17, 5, 16, -6, -8
- O=C(/C=C/c1ccccc1)NCc1ccco1
 : 0, 1, 3, 0, 18, -9, 0, -4, 4
- CCOc1ccc(NS(=O)(=O)c2ccc(NC(C)=O)c(OC)c2)cc1
 : -5, 1, -2, 12, 9, -14, -4, 2, 6
- CC(C)(C)c1ccc(OCCCn2ccnc2)cc1
 : 0, 0.97, -2, 11, 11, 6, 3, -5, -6
- O=c1cc(CCl)nc2sc3ccccc3n12
 : 26, 1, 63*, 14, -21, 10, -2, -7, 13
- Cc1ccc(CNC(=O)c2ccc3c(=O)n(CC4CCCO4)c(=S)[nH]c3c2)cc1 (stereo not drawn)
 : -2, 1, -1, -10, 3, -7, -3, -3, 3
- NC(=O)N/N=C/c1ccc(-c2ccc(S(=O)(=O)Nc3ncccn3)cc2)o1
 : -3, 0.92, 1, -18, 9, -12, 8, 5, 2

Brought forward from above: two entries, then new ones.
Below each compound: APOBEC3G inh, mIAP act, APOBEC3A inh, tim10-1 inh, NALP3 yeast inh, TIM10 inh, mIAP inh, beta cell repl, hIAP block
- Cc1ccc(CNC(=O)c2ccc3c(=O)n(CC4CCCO4)c(=S)[nH]c3c2)cc1 (stereo not drawn)
 : -2, 1, -1, -10, 3, -7, -3, -3, 3
- NC(=O)N/N=C/c1ccc(-c2ccc(S(=O)(=O)Nc3ncccn3)cc2)o1
 : -3, 0.92, 1, -18, 9, -12, 8, 5, 2
- CCOc1ccc2c(c1)C(=O)c1cc(OCC(=O)O)ccc1-2
 : 1, 0.99, -1, -7, -8, -8, 1, -4, -17
- CCOC(=O)c1cnn(-c2ccccc2)c1-n1cccc1C(=O)C(=O)N(C)C
 : 14, 1, 6, 10, 25, -11, -4, -1, -7
- N#CC1=C(N)OC2=C(C(=O)CC(c3ccco3)C2)C1c1ccc(OCc2c(F)cccc2Cl)cc1 (stereo not drawn)
 : -1, 0.97, -6, 19, 12, -6, 2, -6, 8
- CN1CCN(c2nc(Nc3ccc(F)cc3)nc(Nc3ccc(F)cc3)n2)CC1
 : 1, 1.1, 6, -10, 33, 7, -12, -5, -19
- CC1CCCCC1NC(=O)CCS(=O)(=O)c1cccc2nonc12 (stereo not drawn)
 : -1, 1.2, -1, 10, 11, 1, -20, 1, 9
- Cc1ccc(Cn2c(CN3CC(C)OC(C)C3)nc3c2c(=O)n(C)c(=O)n3C)cc1 (stereo not drawn)
 : -1, 0.98, -2, 18, 8, 7, 2, 2, 3
- C1CCN(c2nc3nonc3nc2N2CCCC2)C1
 : -6, 0.94, -2, 9, 10, 3, 6, 1, -15
- COc1ccc(OC)c(S(=O)(=O)N2CCC(C(=O)NCc3ccccc3)CC2)c1
 : -2, 1.1, -4, 9, -5, 1, -6, 0, 1
- CN(C(=O)c1cccc(Br)c1)C1CCS(=O)(=O)C1 (stereo not drawn)
 : -8, 0.94, -2, -10, 2, -5, 6, 6, 14
- COc1ccc(-c2cn(Cc3cccc(OC)c3)nn2)cc1
 : -8, 1, -5, 36, 30, 11, -1, 2, 14
- CC(C)(CN=C1NS(=O)(=O)c2ccccc21)CNC(=O)c1ccccc1
 : 0, 0.98, -1, 9, 22, 7, 2, 3, 3
- Cc1nn(C)c(C(=O)N/N=C/c2ccc(-c3ccccc3)cc2)c1Cl
 : -3, 0.86, -7, 8, 11, 2, 14, -2, -4
- COC(=O)C1CCN(C(=O)c2cc3c(=O)n4cccc(C)c4nc3n2Cc2ccccc2)CC1
 : 0, 1.2, 0, 23, 5, 23, -21, 0, 0
- CCc1cccc(C)c1NC(=S)N(CCCN1CCN(C)CC1)Cc1cccs1
 : -12, 1.1, -2, 14, 6, 11, -9, -3, -5
- Cc1ccc(NC(=O)C2C3C=CC4(O3)C2C(=O)N(CCCN2CCCC2)C4C(=O)NC2CCCCC2)cc1Cl (stereo not drawn)
 : -7, 0.93, -2, -2, 1, 10, 7, 0, -18
